From PubChem
SNCA expr inh – reduces expression of the alpha-synuclein gene | HEK-293 SNCA-luciferase knock-in, luminescence, 24 h | Potency, µM (series often up to 57.2 µM), inactives show at the top dose activity change, negative = inhibition, most hits filed as inhibitors | actives 0.17% (n = 140,000);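 also: potency is read from the fitted curve at half-maximal effect; plate controls were DMSO cells for no effect and cell-free wells for full effect; nearly all actives have a fitted effect of over 45% in size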
3T3 cytotox – NIH 3T3 cell cytotoxicity. NIH 3T3 viability, CellTiter-Glo ATP luminescence, 48-72 h. Potency, µM (doses to about 96.7 µM), without a hit: at the highest dose activity change, negative = cytotoxicity, hits mostly inhibitors. actives 4.3% (n = 94,000); also: potency is read from the fitted curve at half-maximal effect; nearly all actives have a fitted effect of over 55% in size
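Cytotoxicity is measured as loss of cellular ATP: NIH 3T3 cells (400/well) are exposed to compound for 48 or 72 hr at 37 °C, then CellTiter-Glo luminescence is imaged after 10 min at room temperature.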
Luciferase inh – blocks purified firefly luciferase enzyme activity. purified P. pyralis luciferase, luminescence, biochemical. Potency, µM (top dose mostly 115 µM), without a hit: at the top dose activity change, negative = inhibition, most hits filed as inhibitors. actives 2.5% (n = 76,000). AID 1347043; also: potency is read from the fitted curve at half-maximal effect; nearly all actives have a fitted effect of over 65% in size
Target sequence (P08659 whole entry, looked up): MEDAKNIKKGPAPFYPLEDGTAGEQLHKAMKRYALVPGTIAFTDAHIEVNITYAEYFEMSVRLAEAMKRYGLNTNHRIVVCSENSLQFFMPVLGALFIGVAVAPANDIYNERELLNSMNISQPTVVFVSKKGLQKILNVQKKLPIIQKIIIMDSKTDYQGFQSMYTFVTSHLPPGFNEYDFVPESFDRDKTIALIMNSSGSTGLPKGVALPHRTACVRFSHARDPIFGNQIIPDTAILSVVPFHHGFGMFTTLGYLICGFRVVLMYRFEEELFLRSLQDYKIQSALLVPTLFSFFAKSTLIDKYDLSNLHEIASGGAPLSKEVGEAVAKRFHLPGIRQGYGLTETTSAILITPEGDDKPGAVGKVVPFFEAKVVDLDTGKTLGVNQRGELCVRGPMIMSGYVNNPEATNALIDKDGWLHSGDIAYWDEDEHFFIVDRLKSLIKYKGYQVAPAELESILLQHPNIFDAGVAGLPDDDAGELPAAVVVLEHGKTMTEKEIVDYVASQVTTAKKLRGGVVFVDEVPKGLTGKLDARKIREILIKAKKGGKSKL
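Luminescence read by CCD imaging after purified firefly luciferase (10nM final) was added to substrate buffer holding 10uM D-luciferin and 10uM ATP, pH 7.5, pre-dosed with compound.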
GPT2 inhibitor – GPT2 alanine aminotransferase inhibition | actives 0.25% (n = 100,000) | Recombinant GPT2, coupled pyruvate oxidase/HRP Amplex Red fluorescence | Q8TD30 | Potency, µM (top dose mostly 57.7 µM), for inactives: at the highest dose activity change, negative = inhibition, most hits filed as inhibitors; also: potency is read from the fitted curve at half-maximal effect; nearly all actives have a fitted effect of over 60% in size; many of its hits are not listed in these tables
Target sequence (Q8TD30 whole entry, looked up): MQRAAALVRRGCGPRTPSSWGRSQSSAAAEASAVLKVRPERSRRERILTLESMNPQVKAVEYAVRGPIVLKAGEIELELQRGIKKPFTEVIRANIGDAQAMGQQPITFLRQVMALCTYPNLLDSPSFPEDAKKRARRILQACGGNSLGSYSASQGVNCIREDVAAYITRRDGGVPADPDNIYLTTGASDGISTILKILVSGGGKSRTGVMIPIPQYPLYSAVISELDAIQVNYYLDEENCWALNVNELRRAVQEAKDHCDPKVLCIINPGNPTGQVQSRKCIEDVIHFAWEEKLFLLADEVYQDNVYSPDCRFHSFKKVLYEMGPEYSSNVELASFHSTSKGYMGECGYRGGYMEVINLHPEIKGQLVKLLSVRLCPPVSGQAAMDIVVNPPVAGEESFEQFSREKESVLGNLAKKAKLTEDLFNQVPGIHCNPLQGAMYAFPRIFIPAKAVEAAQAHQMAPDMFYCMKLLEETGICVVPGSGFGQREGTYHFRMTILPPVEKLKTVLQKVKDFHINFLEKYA
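Fluorescence read-out: pyruvate from GPT2 turnover coupled to pyruvate oxidase, HRP and Amplex Red (0.2mM ThPP, 0.2U/mL PO and HRP, 50uM Amplex final). Substrates 250uM a-KG, 2mM L-alanine; enzyme 10ng/uL; 30 min RT.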
IP6K1 inhibitor – blocks human inositol hexakisphosphate kinase 1 | Q92551 | IP6K1 kinase, ADP-Glo luminescence, 2 h; active compounds read low | activity change, % (series mostly up to about 58 µM) | actives 0.81% (n = 140,000) | AID 1645851; in the data active = activity change below about -25%
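ADP-Glo luminescence measures ADP made by human IP6K1 during a 2 h RT reaction with ATP/IP6 (mix at 1.3 mM/130 uM); top library doses 57.5 and 19.1 uM final.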
SNCA viab count – counter-screen for SNCA expression inhibitors: cell viability; AID 1671193; HEK-293-SNCA-luc viability, GF-AFC fluorescence, 24 h; actives 0.12% (n = 150,000); Potency, µM (highest dose often 57.1 µM), for inactives: at the top dose activity change, negative = cytotoxicity, most hits filed as cytotoxic;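 also: potency is read from the fitted curve at half-maximal effect; 0% = DMSO-treated cells and -100% = medium-only wells without cells; nearly all actives have a fitted effect of over 30% in size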
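Cytotoxicity counterscreen: after 24 h compound treatment of genome-edited SNCA-luciferase HEK-293 cells, live-cell protease substrate GF-AFC read by fluorescence after 30 min; activity scaled between DMSO (0%) and medium-only (-100%), curves Hill-fitted.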
HEK cytotox – HEK 293 cell cytotoxicity; AID 1345083; actives 6.6% (n = 94,000); HEK 293 viability, ATP luminescence (CellTiter-Glo), 48-72 h; Potency, µM (top dose mostly 115 µM), inactives show top-dose activity change, negative = cytotoxicity, hits mostly inhibitors; also: potency is read from the fitted curve at half-maximal effect; nearly all actives have a fitted effect of over 60% in size
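Cytotoxicity was scored by loss of ATP-coupled luminescence (CellTiter-Glo) in HEK 293 cells. Compound treatment ran 48 or 72 hr at 37 degree Celsius, 5% CO2, 95% humidity.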
Active calls of the source: *; i = inactive; ? = inconclusive; . = not tested or not shown; [ ] = remark or other dose. Unless noted, calls follow the shape of the dose curve; as a rule, active = well fitted curve in the direction sought with a large enough effect; inconclusive = small, poorly fitted or top-dose-only effect, or another doubt; inactive = no such curve, though single readings can be large; an effect the other way counts as inactive or inconclusive. Unless noted, % is scaled to controls: 0 for no effect and ±100 for the full control effect.

SMILES | SNCA expr inh | 3T3 cytotox | Luciferase inh | GPT2 inhibitor | IP6K1 inhibitor | SNCA viab count | HEK cytotox
CNC(=O)c1cc(C2CC2)nc2c1c(C1CCN(C(=O)c3ccccc3Cl)C1)nn2C (centres undefined) | . | -22.0% | . | . | 6.3 | . | -17.9%
CCOc1ccc(C(=O)Nc2ccc3c(c2)OCCO3)cc1Br | -0.7% | . | . | . | -18.1 | -27.9% | .
CN(Cc1ccccc1)C(=O)C[C@@H]1CCNC[C@@H]1Cc1cc(CC2CCCCC2)on1 | ? | 44.7µM* | -3.3%[172 µM] | -2.4%[88.5 µM] | 3.7 | -29.9%[87.6 µM] | 28.2µM*
N[C@@H](Cc1cnc[nH]1)C(=O)N1CCC2(CC1)CN(CCOc1ccccc1)C(=O)O2 | 9.5% | -5.3% | 0.0% | -12.1% | 8.4 | 1.1% | -0.2%
CCOC(C)c1ccc(-c2cc(C)n[nH]c2=O)cc1 (centres undefined) | 27.3% | -13.4% | 2.5% | 4.3% | 3.8 | 3.1% | 0.8%
Cc1cc(C)c(NC(=O)Cn2c(=O)n(-c3ccc(CC(=O)NCC4CCCO4)cc3)c(=O)c3ccccc32)c(C)c1 (centres undefined) | -12.7% | . | . | . | -8.9 | -2.3% | .
CCOc1ccc(NC(=O)Cn2c(=O)nc(-c3ccccc3)c3ccccc32)cc1 | 3.3% | . | . | . | 4.2 | 5.8% | .
Cc1cc(C)cc(NC(=O)c2sc3nc4n(c(=O)c3c2C)N=C(c2ccccc2)CS4)c1 | 84.7%[activator] | . | . | . | 1.4 | 8.9% | .
COc1ccc(CC(=O)N2CCC[C@H]2c2nc(-c3ccc(OC)c(OC)c3)no2)cc1Cl | 38.5%[activator] | -29.9% | -6.5% | 2.5% | 9.0 | -2.2% | ?
CC(=O)OC1CC2(C)C3=CCC4(C)C5C(O)C(O)C(C(C)C)C5(C)CCC4(C)C3CCC2C(C)(C)C1OC1OC(CO)C(O)C(O)C1O (centres undefined) | . | . | . | i | 5.1 | 20.3%[23.9 µM] | .
Cc1nnc(-c2cc(-c3cccc(CO)c3)ccn2)n1Cc1cccnc1 | 5.3%[87.6 µM] | ? | 11.9%[172 µM] | 0.6%[88.5 µM] | -1.1 | 7.0%[87.6 µM] | -2.3%[172 µM]
CCOCCCNC(=O)C(c1ccccc1)N(Cc1ccc2c(c1)OCO2)C(=O)c1ccc(NC(C)=O)cc1 (centres undefined) | -15.3% | . | . | . | 16.9 | -13.3% | .
CC(C)NC(=O)N1Cc2ccccc2OC2(CCN(C)CC2)C1 | -20.0% | -24.7% | -4.7% | i | -3.7 | 7.0% | -17.5%
CC(C)c1ccc(Nc2c(-c3ccccn3)nc3ccccn23)cc1 | 23.4% | . | . | . | 7.8 | -5.5% | .
C[S+](=O)([O-])NC1CCN(C(=O)c2ccc(-c3ncccc3C#N)cc2)CC1 | 25.8% | -34.4% | . | 1.1% | 27.5 | -6.4%[12.5 µM] | -26.5%
CC(=O)Nc1cccc(C(=O)NCc2nnc3ccc(-c4ccccc4)nn23)c1 | -0.7% | -23.2% | 0.0% | i | -0.4 | -2.2% | -24.9%
CCOc1ccc(NS(=O)(=O)c2ccc3c(c2)CCN3C(C)=O)cc1 | 9.7% | . | . | . | -4.7 | -1.0% | .
COc1ccccc1-c1ccc2c(C(=O)N3CCCC3)nn(C)c2n1 | 18.5%[87.6 µM] | -31.2%[138 µM] | . | -15.3%[88.5 µM] | 0.9 | ? | 0.6%[172 µM]
CCCN(CC1CCOC1)C(=O)Nc1cc(C)ccc1OC (centres undefined) | ? | -10.4% | 0.6% | i | 9.3 | -2.1% | 4.7%
CN(C)CC1(COc2cccnc2)C[C@@H](O)[C@@H](O)C1 (some centres undefined) | 2.9%[87.6 µM] | -13.1%[138 µM] | -15.7%[172 µM] | 1.1%[88.5 µM] | -0.2 | -0.1%[87.6 µM] | -14.0%[172 µM]
CC1(COc2ccc3[nH]ccc3c2)COc2ccc(C(=O)NC3CC3)cc2N1 (centres undefined) | -21.0%[87.6 µM] | ? | -25.6%[172 µM] | i | -13.5 | 10.5%[87.6 µM] | ?
O=C1N(C2CCNCC2)C(c2ccccc2)C12CCCC2 (centres undefined) | ? | -0.1% | -1.6% | 3.5% | -5.0 | 1.2%[12.5 µM] | 2.7%
COC(=O)c1sc2cccc(F)c2c1S(=O)(=O)NCc1ccccc1Cl | -3.4% | . | . | . | 1.7 | -2.2% | .
CCCCCC(=O)Nc1nc2c(s1)C[C@@H]1[C@](C)(CO)[C@H](O)CC[C@@]1(C)[C@@H]2CC(=O)NCc1cc(F)cc(F)c1 | ? | ? | 11.0% | -1.8% | 4.9 | -29.3% | ?
O=C(NCCc1ccc(Cl)cc1)c1ccc(CS(=O)Cc2cccc(Cl)c2)o1 (centres undefined) | 0.8% | . | . | . | -1.2 | -13.4% | .

Additional records.
SMILES | SNCA expr inh | 3T3 cytotox | Luciferase inh | GPT2 inhibitor | IP6K1 inhibitor | SNCA viab count | HEK cytotox
CCc1ccc(C(=O)N2CCN(C(=O)c3nnn4c3COC(c3ccc(OC)cc3)C4)CC2)cc1 (centres undefined) | -0.4% | -16.9% | 0.7% | -16.0% | 8.4 | -4.8% | ?
CC(C=CC=C(C)C=CC1=C(C)CCCC1(C)C)=CC=CC=C(C)C=CC=C(C)C=CC1=C(C)CCCC1(C)C | 2.0% | . | . | -25.7% | . | -6.3% | .
Cn1c(CCNC(=O)C2Cn3cccc3C(=O)N2)nc2ccccc21 (centres undefined) | -18.6% | -8.6% | -1.8% | i | -2.4 | -3.4% | i
Cc1cc(CN2CCC(N3CCNC3=O)CC2)no1 | 18.2%[87.6 µM] | i | . | i | -13.1 | -0.9%[87.6 µM] | 4.9%[172 µM]
CN(CC1CCOCC1)C(=O)NCc1cccc(F)c1 | -13.5% | -10.7% | -15.8% | -12.4% | 26.7 | -3.3% | -11.8%
COc1ccc(OCC(=O)NC2CC(=O)N(c3cccc(OC)c3)C2)cc1 (centres undefined) | -10.0% | . | . | . | -0.3 | -2.4% | .
COc1ccc(-c2ccc3nnc(CNC(=O)c4ccoc4)n3n2)cc1 | 35.4%[activator] | -10.9% | 0.0% | 2.2% | -7.5 | 8.5% | -23.9%
O=C(NCc1cccnc1)c1nc(-c2ccccc2)c2ccccn12 | 3.4%[87.6 µM] | ? | -7.4%[172 µM] | -4.2%[88.5 µM] | 8.0 | 3.5%[87.6 µM] | ?
COc1ccc(NS(=O)(=O)c2ccc3c(c2)n(C)c(=O)c(=O)n3C)cc1Cl | ? | . | . | . | -12.1 | 0.7% | .
CCOC(=O)c1c(C)oc2nc(C)nc(NCc3ccccc3Cl)c12 | 8.4% | . | . | . | -8.9 | 1.6% | .
COc1cccc(-c2nc3c([nH]2)CC(C)(C)CNC3=O)c1OC | 8.9% | -8.3% | ? | i | -4.9 | 1.0% | -14.2%
Cc1nn(-c2ccccc2)c2c1C(C)N(C1CCCN(C(=O)c3ccccc3Cl)C1)C2=O (centres undefined) | . | ? | . | . | -0.2 | . | 39.8µM*
O=C(NCC1CC1)c1cn2ccnc(-c3ccccc3)c2n1 | -14.0% | ? | -0.6% | i | 18.0 | 2.3% | -26.7%
O=C(c1ccccc1)N1CCn2c(nn(-c3cccc(Cl)c3)c2=O)C1 | 34.2%[activator] | -18.1% | . | -19.1% | 13.4 | -7.8% | -22.0%
Cc1cc(C)n2nc(C(=O)N3CCN4C(=O)CN(C)C(=O)C4C3)cc2n1 (centres undefined) | -2.0% | -28.5% | 8.6% | i[11.5 µM] | -17.5 | 10.1% | i
CCC(=O)N1CCC(CC)(N2CCN(S(=O)(=O)c3cccc(C(F)(F)F)c3)CC2)C1 (centres undefined) | -15.9% | ? | 0.4% | i | -8.5 | -19.6% | ?
O=C(COc1ccccc1Cl)Nc1nnc(S(=O)(=O)N2CCCC2)s1 | -4.3% | . | . | . | -2.1 | -6.8% | .
O=C(Nc1nc2cccc(-c3ccc(CN4CCS(=O)(=O)CC4)cc3)n2n1)C1CC1 | 52.0%[activator] | . | . | 4.5% | -9.3 | ? | .
CCOc1ccc(N2CC(c3nc4ccccc4n3CCOc3ccccc3OC)CC2=O)cc1 (centres undefined) | ? | . | . | . | -5.7 | -21.1% | .
COc1ccc(CCNC(=O)c2sc3nc4n(c(=O)c3c2C)CCCC4)cc1OC | -0.5% | . | . | . | -12.1 | 10.8% | .
COC(=O)c1c(-c2ccc(Cl)cc2)noc1N1CCN(c2ccc(C)cc2C)CC1 | -7.2% | . | . | . | 1.6 | -2.9% | .
COc1ccc(CC(=O)NCC(=O)N2CCN(c3ccccn3)CC2)cc1 | 9.7% | i | -7.5% | ? | 5.6 | 18.6% | 5.5%
O=C(NC1CCCN(CCn2nc3n(c2=O)CCCC3)C1)c1ccc(Cl)nc1 (centres undefined) | . | -5.8% | . | . | 1.0 | . | 3.7%
CCCC(=O)OC[C@@H](OC(=O)CCC)[C@@H](OC(=O)CCC)[C@H](Cn1c2nc(=O)[nH]c(=O)c-2nc2cc(C)c(C)cc21)OC(=O)CCC | -53.3%[25.6 µM] | . | . | ? | -2.2 | 30.3%[23.9 µM] | .
CCOC(=O)c1ccc(NC(=O)CC2C(=O)N(c3ccccc3)C(=O)N2Cc2cccs2)cc1 (centres undefined) | -13.9% | . | . | . | -6.6 | 0.5% | .
O=C(O)c1ccccc1C(=O)N[C@H]1CO[C@H]2[C@@H]1OC[C@@H]2n1nnnc1Oc1ccc(-n2cncn2)cc1 | 3.8% | i | 1.2% | 1.4% | 18.3 | 0.4% | 1.6%
COc1ccccc1C(=O)N1CCC(c2n[nH]c(=O)n2-c2ccccc2)CC1 | -9.1% | -4.4% | 4.1% | -1.1% | 18.1 | 4.1% | -0.9%
Cc1nn2c(c1-c1cccc3cn[nH]c13)N(C(=O)c1cccc(Cl)c1)CCC2 | ? | ? | -9.0%[172 µM] | i | 12.8 | -12.1%[87.6 µM] | 50.1µM*
CC(C)CCN1CCNC(=O)C1CC(=O)N(C)Cc1nc2ccccc2[nH]1 (centres undefined) | -15.8% | i | -8.6% | 2.6% | 1.6 | -4.4% | i

4 compounds drawn at random from those above:
SMILES | SNCA expr inh | 3T3 cytotox | Luciferase inh | GPT2 inhibitor | IP6K1 inhibitor | SNCA viab count | HEK cytotox
CN(CC1CCOCC1)C(=O)NCc1cccc(F)c1 | -13.5% | -10.7% | -15.8% | -12.4% | 26.7 | -3.3% | -11.8%
CC(C)NC(=O)N1Cc2ccccc2OC2(CCN(C)CC2)C1 | -20.0% | -24.7% | -4.7% | i | -3.7 | 7.0% | -17.5%
COc1ccc(CC(=O)NCC(=O)N2CCN(c3ccccn3)CC2)cc1 | 9.7% | i | -7.5% | ? | 5.6 | 18.6% | 5.5%
CNC(=O)c1cc(C2CC2)nc2c1c(C1CCN(C(=O)c3ccccc3Cl)C1)nn2C (centres undefined) | . | -22.0% | . | . | 6.3 | . | -17.9%

Not all compounds are listed (hit frequency here may not be typical).
